Diaphorase act = activates diaphorase or chemically reduces, flagging diaphorase assay artifacts; Diaphorase/resazurin coupled assay, resorufin fluorescence, 16 min; hits give high values; 1 = vehicle wells, 0 = NADH-free wells; activation factor at 20 µM; 190,000 tested, 0.005% active;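 active = diaphorase activity raised at least twofold by the compound at 20 µM; inactive = activation factor below 2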
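Material: Purified diaphorase enzyme from Clostridium kluyveri | Buffer or medium: 50 mM HEPES pH 7.4 with 4.542 mM MgCl2, 0.005% Tween 20 | Times: 16 min enzyme reaction, ambient temperature | Signal: Red resorufin fluorescence at 544/590 nm excitation/emission | Measure: Increased resorufin signal from activators or reducing compounds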
HMGR II inh = inhibitors of class II HMG-CoA reductase from Enterococcus faecalis. AID 1066. inhibition, % at 10 µM. purified E. faecalis HMGR, NADPH absorbance 340 nm kinetic. 190,000 tested, 0.41% active;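 active = inhibition above a set limit, the median over all tested compounds plus 3 SD, cut at about 9.5% in these data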;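 also: enzyme runs in reverse so mevalonate oxidation gives rising NADPH absorbance; 0% = complete reaction with DMSO and 100% = background rate lacking mevalonate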
FLuc stim CS = firefly luciferase counter-screen for stimulation assays. P08659. ATPlite luciferase biochemical, luminescence, 10 min; 0 = ATP-free wells, 1 = DMSO control. activation factor at 10 µM. 200,000 tested, under 10 active. AID 1027;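 active = luciferase activation factor, scaled between plate controls, of at least 2 with compound at 10 µM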
Target sequence (P08659 whole entry, looked up): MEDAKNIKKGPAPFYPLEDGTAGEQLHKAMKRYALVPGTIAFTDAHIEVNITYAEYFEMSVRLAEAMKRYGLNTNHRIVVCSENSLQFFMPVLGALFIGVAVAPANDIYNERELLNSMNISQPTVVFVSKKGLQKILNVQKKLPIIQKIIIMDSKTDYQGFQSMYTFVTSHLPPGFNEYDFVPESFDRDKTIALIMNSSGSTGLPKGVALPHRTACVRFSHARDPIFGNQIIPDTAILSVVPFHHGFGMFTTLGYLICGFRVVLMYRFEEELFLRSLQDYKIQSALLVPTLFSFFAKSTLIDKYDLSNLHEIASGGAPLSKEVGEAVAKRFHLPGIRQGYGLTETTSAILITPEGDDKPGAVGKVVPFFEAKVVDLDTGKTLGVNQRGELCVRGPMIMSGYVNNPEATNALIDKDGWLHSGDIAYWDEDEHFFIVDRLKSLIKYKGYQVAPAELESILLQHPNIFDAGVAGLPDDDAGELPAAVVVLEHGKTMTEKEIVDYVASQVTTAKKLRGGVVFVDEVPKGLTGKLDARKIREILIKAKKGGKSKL
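Material: luciferase plus luciferin reagent, cell-free. Medium: PBS buffer for ATP. Also added: ATP substrate, dispensed from a 10.24 µM working solution in PBS. Doses: test compounds dosed from 2 mM stocks in 100% DMSO. Incubation: 10 min post-reagent at room temperature. Technique: light output (luminescence). Read-out basis: luminescence gain marking luciferase activators.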
Diaphorase inh = counter-screen for diaphorase-based assays: diaphorase inhibitors and chemical oxidizers | diaphorase resazurin-to-resorufin fluorescence, NADH, 16 min; bacterial (C. kluyveri) enzyme, not human | inhibition, % at 20 µM | 190,000 tested, 0.69% active | AID 1217;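 active = primary screen inhibition at 20 µM above a set limit, cut at about 50% in these data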;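 also: plate controls were DMSO with full reaction for no effect and wells lacking NADH for full effect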
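System: Diaphorase enzyme from Clostridium kluyveri | Amount: Enzyme working solution with 0.14 U/mL diaphorase | Benchmarks: No-NADH positive control and DMSO neutral control | Signal: Fluorescence of resorufin formed from resazurin, Ex 544/Em 590 nm | Schedule: 16-min room-temperature incubation before reading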
TNAP act hi DEA = activators of human TNAP at high phosphate acceptor concentration | AID 1136 | activation factor at 20 µM | 200,000 tested, under 10 active | purified TNAP, CDP-star luminescence, 1 M DEA, 30 min; hits give high values; 0 = EDTA background, 1 = DMSO-only activity | P05186;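 active = activation factor at least 2 at 20 µM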
Target sequence (P05186 whole entry, looked up): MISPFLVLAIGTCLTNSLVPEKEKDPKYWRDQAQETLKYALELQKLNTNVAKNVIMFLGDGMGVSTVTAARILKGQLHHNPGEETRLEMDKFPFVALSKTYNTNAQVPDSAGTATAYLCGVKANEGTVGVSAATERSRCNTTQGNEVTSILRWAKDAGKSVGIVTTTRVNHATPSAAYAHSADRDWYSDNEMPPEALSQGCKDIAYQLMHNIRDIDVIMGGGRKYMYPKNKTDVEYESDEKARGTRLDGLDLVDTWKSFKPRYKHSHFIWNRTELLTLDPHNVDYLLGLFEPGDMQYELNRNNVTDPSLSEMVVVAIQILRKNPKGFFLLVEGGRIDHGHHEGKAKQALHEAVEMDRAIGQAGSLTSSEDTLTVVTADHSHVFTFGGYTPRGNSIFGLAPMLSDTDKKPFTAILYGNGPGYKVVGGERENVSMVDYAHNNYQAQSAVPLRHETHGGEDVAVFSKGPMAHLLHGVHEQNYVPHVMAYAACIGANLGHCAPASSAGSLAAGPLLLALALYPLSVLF
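Test system – human TNAP · Doses – 20 µM single point · Incubation – 30 min, room temperature · Signal – luminescent substrate turnover signal · Read-out basis – activation factor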
TNAP inh hi DEA = blocks human TNAP under high phosphate acceptor concentration. purified TNAP, CDP-star luminescence, 1 M DEA. inhibition, % at 20 µM. 200,000 tested, 0.03% active;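 active = over 50% inhibition of tissue-nonspecific alkaline phosphatase at 20 µM in the single-dose screen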;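 also: plate controls were DMSO wells for no effect and EDTA-quenched wells as full inhibition for full effect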
TNAP inh no acc = blocks human TNAP activity with no phosphate acceptor present; purified TNAP, CDP-star luminescence, 30 min; P05186; inhibition, % at 20 µM; 200,000 tested, 0.26% active; AID 1012;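 active = tissue-nonspecific alkaline phosphatase inhibition above about 50% at 20 µM in the single-dose screen, limit read from the data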;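 also: 0% = DMSO negative control and 100% = EDTA positive control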
PMI activator = increases human mannose-6-phosphate isomerase activity; P34949; purified human PMI, coupled resazurin fluorescence, 20 min; hits give high values; 1 = vehicle control, 0 substrate-free wells; activation factor at 20 µM; 190,000 tested, 0.005% active; AID 1214;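 active = activation factor of 2 or more at 20 µM, relative to plate controls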
PMI act satM6P = increases human PMI activity with near-saturating mannose 6-phosphate | P34949 | coupled PMI enzyme assay, resazurin fluorescence, 20 min; hits give high values; 1 = untreated enzyme, 0 = substrate-free blank | activation factor at 20 µM | 190,000 tested, 0.34% active;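 active = activation factor of 2 or more at 20 µM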
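Technique: Diaphorase-driven resazurin-to-resorufin fluorescence, excitation 544, emission 590 nm | Assay system: Human PMI in coupled enzyme assay | Times: Enzyme reaction with compound 20 min at room temperature | Medium: HEPES-buffered pH 7.4 with magnesium and detergent | Reagent: Mannose-6-phosphate 1.0 mM (near-saturating) plus 0.22 mM NADP+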
G6PDH counter = inhibits Leuconostoc G6PDH, flagging false hits in G6PDH-based assays; Purified L. mesenteroides G6PDH, diaphorase/resazurin coupled fluorescence, 45 min; inhibition, % at 5 µM; 200,000 tested, 0.12% active; in the data active = inhibition above about 50%
Active calls of the source: *. An unsorted share of the library. Share with any hit: about 1.7%.

Preview (12 entries):
SMILES	Diaphorase act	HMGR II inh	FLuc stim CS	Diaphorase inh	TNAP act hi DEA	TNAP inh hi DEA	TNAP inh no acc	PMI activator	PMI act satM6P	G6PDH counter
O=C(COC(=O)[C@H](Cc1ccccc1)NC(=O)c1cccs1)Nc1ccccc1C(F)(F)F	0.9	-3	1	14	1	2	6	0.9	0.9	8
COc1cc(/C=N/NC(=O)Cc2ccc(Br)cc2)cc(OC)c1O	0.9	-4	1	11	1	-2	-10	1	1	4
COCC(C)n1c(C)cc(C(=O)COC(=O)c2ccc3ncsc3c2)c1C (configuration not stated)	0.8	-1	1.1	18	1	-4	-13	1	1	4
Nc1ccc(N2CCOCC2)c2nonc12	0.7	-9	1	28	1	0	3	0.7	0.4	47
COCCNC(=O)CCCn1c(=O)c2cc(OC)c(OC)cc2n(CC(=O)Nc2ccc(C)c(F)c2)c1=O	0.9	-4	1.1	9	1	0	-16	1.1	0.9	0
CC1=CC(=C2N=C(c3ccccc3)OC2=O)C=C(C)O1	0.9	2	1	13	0.9	6	-3	1	1	-1
COc1cc(N2CCCC2)ccc1C=O	0.8	-3	1	19	1	-4	-8	0.9	0.8	13
O=C(NCN1C(=O)C2C3C=CC(C3)C2C1=O)Nc1ccccn1 (configuration not stated)	1.2	-2	1	-18	1.1	-6	1	1.1	1.1	14
O=C(NCC1CCCO1)C1CCN(S(=O)(=O)c2ccccc2)CC1 (configuration not stated)	0.9	-6	1	12	1	-4	-7	0.9	0.9	17
O=C1c2ccccc2C(Nc2ccc3c(c2)OCCO3)N1Cc1ccccc1 (configuration not stated)	0.8	-7	1.1	24	1.1	-10	-21	0.9	0.9	-2
CCC(=O)c1ccc(N2CCN(C(=O)c3ccc(F)cc3)CC2)c(F)c1	1	-1	1.1	3	1	-1	-4	1	1	4
CCCn1c(N)nc2ccccc21	0.9	3	1.1	10	1.1	-6	-3	1	1	12

Main list, from the first entry:
SMILES	Diaphorase act	HMGR II inh	FLuc stim CS	Diaphorase inh	TNAP act hi DEA	TNAP inh hi DEA	TNAP inh no acc	PMI activator	PMI act satM6P	G6PDH counter
O=C(COC(=O)[C@H](Cc1ccccc1)NC(=O)c1cccs1)Nc1ccccc1C(F)(F)F	0.9	-3	1	14	1	2	6	0.9	0.9	8
COc1cc(/C=N/NC(=O)Cc2ccc(Br)cc2)cc(OC)c1O	0.9	-4	1	11	1	-2	-10	1	1	4
COCC(C)n1c(C)cc(C(=O)COC(=O)c2ccc3ncsc3c2)c1C (configuration not stated)	0.8	-1	1.1	18	1	-4	-13	1	1	4
Nc1ccc(N2CCOCC2)c2nonc12	0.7	-9	1	28	1	0	3	0.7	0.4	47
COCCNC(=O)CCCn1c(=O)c2cc(OC)c(OC)cc2n(CC(=O)Nc2ccc(C)c(F)c2)c1=O	0.9	-4	1.1	9	1	0	-16	1.1	0.9	0
CC1=CC(=C2N=C(c3ccccc3)OC2=O)C=C(C)O1	0.9	2	1	13	0.9	6	-3	1	1	-1
COc1cc(N2CCCC2)ccc1C=O	0.8	-3	1	19	1	-4	-8	0.9	0.8	13
O=C(NCN1C(=O)C2C3C=CC(C3)C2C1=O)Nc1ccccn1 (configuration not stated)	1.2	-2	1	-18	1.1	-6	1	1.1	1.1	14
O=C(NCC1CCCO1)C1CCN(S(=O)(=O)c2ccccc2)CC1 (configuration not stated)	0.9	-6	1	12	1	-4	-7	0.9	0.9	17
O=C1c2ccccc2C(Nc2ccc3c(c2)OCCO3)N1Cc1ccccc1 (configuration not stated)	0.8	-7	1.1	24	1.1	-10	-21	0.9	0.9	-2
CCC(=O)c1ccc(N2CCN(C(=O)c3ccc(F)cc3)CC2)c(F)c1	1	-1	1.1	3	1	-1	-4	1	1	4
CCCn1c(N)nc2ccccc21	0.9	3	1.1	10	1.1	-6	-3	1	1	12
CCCSCCCNC(=O)Cn1cc2c(n1)CCC(C)C2 (configuration not stated)	0.8	-3	1	18	1	-2	-16	0.9	0.9	-2
CCOC(=O)CCc1c(C)c2ccc(O)cc2oc1=O	0.8	-8	1.1	17	1	-4	-14	0.8	0.8	-17
CCn1cc(C(=O)N2CCN(c3ccccn3)CC2)c(=O)c2cc(S(=O)(=O)N(C)C3CCCCC3)ccc21	0.9	3	1	10	1	0	-4	1	1	-2
O=C(COC(=O)CSc1nnc(-c2ccc(Cl)cc2)o1)NCc1ccc2c(c1)OCO2	0.9	2	1	9	1	-3	-12	0.9	1	6
Cc1n[nH]c(=O)nc1Nc1ccc(O)cc1	0.9	-1	1.1	5	1.1	-5	-16	1	1	2
COc1cccc(N2CCN(C(=O)CCCCCNc3nc(=S)[nH]c4ccccc34)CC2)c1	0.7	-6	1.1	25	1	-3	-9	1	1	-4
Brc1cccc2sc(N3CCN(c4ccccc4)CC3)nc12	0.9	-9	1	6	1	0	-8	1	1	-8
CCOC(=O)C(NCc1ccc(OC)cc1)(NC(C)=O)C(F)(F)F (configuration not stated)	0.9	0	1	14	1.1	-6	-12	1	1	-1
O=C(CN1C(=O)NC2(CCCC2)C1=O)N1CCN(S(=O)(=O)c2ccc(Cl)cc2)CC1	0.9	-5	1.1	10	1	-5	-17	1.1	1	4
COC(=O)c1c(C)oc2ccc(N(C(=O)Oc3ccccc3)S(=O)(=O)c3ccccc3)cc12	0.7	1	1.1	29	1.1	-5	-3	0.8	0.8	6
COc1ccc(CN2CCC(=O)NC2=O)cc1	1	-5	1	4	1	0	-2	0.9	0.9	16
COc1ccc(C(=O)NC(C(=O)N2CCc3ccccc32)C(C)C)cc1 (configuration not stated)	0.9	-4	0.9	11	1.1	-6	-13	0.9	0.9	10
CCC1=NN2C(=N)/C(=C\c3cccn3-c3ccc(Cl)cc3)C(=O)N=C2S1	0.8	-3	1.1	25	1	0	-5	1.1	1	-9
Other entries follow.
SMILES	Diaphorase act	HMGR II inh	FLuc stim CS	Diaphorase inh	TNAP act hi DEA	TNAP inh hi DEA	TNAP inh no acc	PMI activator	PMI act satM6P	G6PDH counter
CCN1CCN(C(=S)c2ccc(OCC(=O)NCc3ccccc3)cc2)CC1	0.8	-2	1	16	1	0	-2	0.9	0.9	4
CCOc1ccc(CCNC(=O)C2CCN(S(=O)(=O)N3CCOCC3)CC2)cc1OCC	0.8	3	1.1	25	1	-4	-4	1.1	0.9	8
O=C(Cc1ccccc1)NCc1ccc2c(c1)OCO2	1.1	-6	0.9	-9	1.1	-5	-7	1.1	1.1	14
CCOC(=O)c1cc(C)[nH]c(=S)c1C#N	0.5	0	0.9	52*	1.1	-7	-12	1	1.4	-5
COc1ccc(/C=C/C(=O)C2CC2)cc1Cn1nc(C)c([N+](=O)[O-])c1C	0.6	-3	1.1	41	1.1	-8	-8	0.8	0.9	11
C=CCNc1nc2c3ccccc3n(C(C)=O)c2s1	0.8	-5	1	18	1.1	-7	-38	1.2	0.9	4
Cc1ccc(OCC(O)Cn2c(N3CCOCC3)nc3c2c(=O)[nH]c(=O)n3C)cc1 (configuration not stated)	0.9	-3	1.1	6	1	-3	-8	1.1	1	1
CSc1nc2ccccc2n1Cc1cccc([N+](=O)[O-])c1	0.8	-4	1	21	1.1	-7	-3	1	1.1	6
Cc1cc(C)c(C2=NOC3C4CCC(C4)C23)c(C)c1 (configuration not stated)	0.9	-3	1	12	1	-2	-15	0.8	0.9	10
COc1ccc(-c2cn3cc([N+](=O)[O-])ccc3n2)cc1OC	0.7	0	0.8	25	1	-4	-4	1	1	-3
CCCCNC(=O)COC(=O)c1ccc(SC)cc1OC	0.9	2	1	5	1	-2	-4	1	0.9	4
CC(=O)OCC1=C(C(=O)O)N2C(=O)C(NC(=O)c3ccc(F)cc3)C2SC1 (configuration not stated)	0.9	11*	1	14	1.1	-6	-16	1	1	3
O=C(CCC(=O)OCC(=O)c1ccccc1)Nc1cccc(Cl)c1	0.9	-2	1	11	1	-2	-5	1	0.9	1
O=C(O)c1ccc(NS(=O)(=O)c2ccc3c(c2)OCCCO3)cc1	0.9	-6	1	7	1	-4	-9	1.1	1	-4
Cc1ccc(C(=O)NCc2n[nH]c(=S)n2-c2ccccc2)cc1[N+](=O)[O-]	0.9	2	1	10	1	-5	1	1	1	4
COC(=O)c1ccc(C)c(NC(=O)CCc2ccc(OC)cc2)c1	0.9	-3	1	12	1	4	3	0.9	1	12
CCC1(CC)NC(=O)N(CC(=O)Nc2sc3c(c2C(N)=O)CCC3)C1=O	0.6	1	1	37	1	3	2	0.7	0.8	5
Cc1ccc(SCn2nnc3ccccc3c2=O)c(C)c1	0.8	4	0.9	15	1	-2	-8	0.9	0.8	1
Cc1cc(C(=O)N/N=C/c2c[nH]c3ccccc23)c(C)o1	0.9	-7	0.9	9	1	-1	-3	0.9	1	10
CCOC(=O)/C(C#N)=C1/C=CN(Cc2ccccc2)C=N1	0.8	-7	1	18	1.1	-6	-10	1	1	3
C/C=C/C(=O)OCC(=O)Nc1ccc(OC)c(Cl)c1	0.9	-7	1	12	1	4	-11	1	0.8	-2
CN=C1SC(CC(=O)NCCc2ccc(OC)c(OC)c2)C(=O)N1C (configuration not stated)	0.9	-7	1.1	5	1.1	-9	-15	1.1	1	-2
N#Cc1c(SCC(N)=O)nc(-c2ccccc2)c2c1CCCC2	0.9	0	1.1	14	1.1	-7	-11	1	1	2

Some of the entries so far, with each value named:
O=C(Cc1ccccc1)NCc1ccc2c(c1)OCO2
  Diaphorase act = 1.1
  HMGR II inh = -6
  FLuc stim CS = 0.9
  Diaphorase inh = -9
  TNAP act hi DEA = 1.1
  TNAP inh hi DEA = -5
  TNAP inh no acc = -7
  PMI activator = 1.1
  PMI act satM6P = 1.1
  G6PDH counter = 14
CCOC(=O)c1cc(C)[nH]c(=S)c1C#N
  Diaphorase act = 0.5
  HMGR II inh = 0
  FLuc stim CS = 0.9
  Diaphorase inh = 52*
  TNAP act hi DEA = 1.1
  TNAP inh hi DEA = -7
  TNAP inh no acc = -12
  PMI activator = 1
  PMI act satM6P = 1.4
  G6PDH counter = -5

Assay outcomes deposited in PubChem by several laboratories.
